Compound activity from PubChem BioAssay.
Avidin fluor: avidin bead compound fluorescence profile. Avidin beads, compound fluorescence 488/530 nm, flow cytometry; active compounds read high. fluorescence (KMESF) at 10 µM. 220,000 tested, 0.38% active. AID 1775; in the data active = fluorescence above about 47; also: inactives centre near 10
Pf gamet viab: P. falciparum stage V gametocyte viability inhibition; P. falciparum stage V gametocytes, ATP luminescence, 24 h; inhibition, % at 10.9 µM; AID 743093; 150,000 tested, 0.065% active;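 active = inhibition above the mean plus 3 SD of compounds within the control limits, set per campaign, cut at about 38% in these data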;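 also: 0% = DMSO wells and 100% = medium only without gametocytes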
Mcl1 Noxa PPI: Mcl-1/Noxa interaction inhibition; TR-FRET Mcl-1/Noxa peptide binding, 2 h; inhibition, % at 21.7 µM; 220,000 tested, 1.5% active; AID 1022;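 active = compounds that cut the protein-peptide binding signal by more than 50% relative to plate controls in a single-dose test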;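 also: His-tagged Mcl-1 with rhodamine Noxa BH3 peptide and terbium anti-His antibody; 0% = Mcl-1 plus Noxa peptide wells and 100% = peptide-only wells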
Target sequence (Q07820 whole entry, looked up): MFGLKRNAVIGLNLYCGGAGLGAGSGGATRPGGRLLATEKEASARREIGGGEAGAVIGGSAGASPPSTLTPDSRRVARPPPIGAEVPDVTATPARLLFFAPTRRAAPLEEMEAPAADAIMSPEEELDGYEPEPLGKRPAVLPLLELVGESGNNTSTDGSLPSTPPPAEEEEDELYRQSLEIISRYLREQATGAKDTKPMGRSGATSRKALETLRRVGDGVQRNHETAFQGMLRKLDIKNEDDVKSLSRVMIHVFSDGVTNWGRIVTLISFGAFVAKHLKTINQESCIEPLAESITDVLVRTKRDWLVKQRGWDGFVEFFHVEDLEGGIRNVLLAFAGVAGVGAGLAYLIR
* hit, by the source's call. This is a subset, so the mix of outcomes need not match the whole.

1	O=C(Cc1nnc(NC(=O)Nc2ccccc2F)s1)NCc1ccccc1
2	O=c1c2ccccc2nc(SCc2ccc(F)cc2Cl)n1CCCN1CCOCC1
3	CC(C)(C)c1cc(C(=O)NNC(=O)Nc2cccc(Cl)c2)n(Cc2ccccc2)n1
4	COc1ccccc1C1=NOC(Cn2c(NCC3CCCO3)nc3c2c(=O)n(C)c(=O)n3C)C1 (centres undefined)
5	CCOC(=O)/C(C#N)=C/Nc1cc(C(C)(C)C)sc1C(C)=O
6	N=c1sccn1CC(=O)Nc1ccc(S(N)(=O)=O)cc1
7	CSc1sc(C(=O)NCC2CC2)c2c1S(=O)(=O)N(C)c1ccccc1-2
8	OC(CNCCc1ccccc1)COc1ccc(OCC(O)CNCCc2ccccc2)cc1 (centres undefined)
Compound,1,2,3,4,5,6,7,8
Avidin fluor,7,9,6,5,2,3,7,4
Mcl1 Noxa PPI,15,6,7,8,5,-5,-3,0
Pf gamet viab,-7,2,-11,1,7,-4,9,-3

3 structures from above, ordered by formula weight, descending.
2	O=c1c2ccccc2nc(SCc2ccc(F)cc2Cl)n1CCCN1CCOCC1
3	CC(C)(C)c1cc(C(=O)NNC(=O)Nc2cccc(Cl)c2)n(Cc2ccccc2)n1
5	CCOC(=O)/C(C#N)=C/Nc1cc(C(C)(C)C)sc1C(C)=O
Compound,2,3,5
Avidin fluor,9,6,2
Mcl1 Noxa PPI,6,7,5
Pf gamet viab,2,-11,7

Additional entries follow:
9	O=C(CSc1nc(-c2ccc(Cl)cc2)[nH]c(=O)n1)Nc1cccc(Cl)c1
10	CC1(C)CC2(CC(c3ccc(F)cc3)c3ccc(O)cc3O2)NC(=S)N1 (centres undefined)
11	COc1ccccc1N=C1SCC(=O)N1Cc1ccco1
12	O=C(NC1CCCC1)C(c1ccc(Cl)cc1)N1CCN(C2CCCCC2)CC1 (centres undefined)
13	CC(=O)/C(C#N)=C1\NC(=O)C(Cc2ccc(F)cc2)S1 (centres undefined)
14	COc1cc(/C=N/n2c(-c3ccccc3)n[nH]c2=S)cc(OC)c1O
15	CCSc1nc2sc3c(c2c2[n+]1CC(CBr)O2)CCCC3 (centres undefined)
16	COc1ccc2c(c1OC)C(=O)OC2Nc1nc(-c2cc3cc(Br)ccc3oc2=O)cs1 (centres undefined)
Compound,9,10,11,12,13,14,15,16
Avidin fluor,5,7,7,4,8,7,8,8
Mcl1 Noxa PPI,20,7,-5,-1,-5,10,43,15
Pf gamet viab,-18,-12,-14,22,-17,8,13,-13

17	Cn1nnnc1SCC(=O)Nc1ccc(S(=O)(=O)N2CCOCC2)cc1
18	CC(SCC(=O)O)c1nc2ccccc2[nH]1 (centres undefined)
19	CC(=O)[C@@H]1[C@@H]2C(=O)N(c3ccccc3F)C(=O)[C@@H]2[C@H]2c3ccccc3C=NN12
20	CC(C)[C@@H](N)C(=O)N/N=C/c1ccc2ncccc2c1
21	Cc1nn(C)c(C)c1NC(=O)/C(C#N)=C\N(C)C
22	COC(=O)c1scc(C)c1NC(=O)CSc1ccc(Cl)cc1
23	O=S(=O)(c1ccc2oc(=S)[nH]c2c1)N1CCCCC1
24	O=C(Nc1cccc(Cl)c1)Nc1sccc1-c1nc2ccccc2s1
Compound,17,18,19,20,21,22,23,24
Avidin fluor,6,12,6,4,6,13,6,8
Mcl1 Noxa PPI,-2,12,0,16,-7,3,10,-9
Pf gamet viab,11,-30,3,-12,-10,0,-13,0

25	Cn1nc(NC(=O)CC23CC4CC(CC(C4)C2)C3)c2c(F)cccc21
26	NS(=O)(=O)c1ccc(CCNC(=S)NC2CCCCC2)cc1
27	O=C1N(c2ccccc2)C(c2ccccc2)N2CCCN12 (centres undefined)
28	Cc1ccc(/C=C2\SC(=S)N(CCCC(=O)Nc3ccc(O)cc3)C2=O)cc1
29	Cc1ccccc1C1C(C#N)=C2N=C(N)c3ccccc3N2C2=C1C(=O)CCC2 (centres undefined)
30	CCc1cccc(NC(=O)CN(C)S(=O)(=O)c2cccc3cccnc23)c1
31	NC(=O)CC(NC(=O)Cc1cccc2ccccc12)c1ccc(NCc2cc(F)ccc2F)c([N+](=O)[O-])c1 (centres undefined)
32	NC(=O)c1nc(-c2ccco2)nc2c1[nH]c(=O)n2-c1ccc(Cl)c(Cl)c1
Compound,25,26,27,28,29,30,31,32
Avidin fluor,7,4,7,7,5,16,8,10
Mcl1 Noxa PPI,2,10,0,40,9,-2,10,33
Pf gamet viab,-1,-16,-15,10,-27,-9,-2,-10

Record cards, as listed above.
NS(=O)(=O)c1ccc(CCNC(=S)NC2CCCCC2)cc1 reads Avidin fluor: 4; Mcl1 Noxa PPI: 10; Pf gamet viab: -16
NC(=O)c1nc(-c2ccco2)nc2c1[nH]c(=O)n2-c1ccc(Cl)c(Cl)c1 reads Avidin fluor: 10; Mcl1 Noxa PPI: 33; Pf gamet viab: -10

Just Avidin fluor and Mcl1 Noxa PPI (5 entries from above):
cpd | Structure | Avidin fluor | Mcl1 Noxa PPI
31 | NC(=O)CC(NC(=O)Cc1cccc2ccccc12)c1ccc(NCc2cc(F)ccc2F)c([N+](=O)[O-])c1 (centres undefined) | 8 | 10
28 | Cc1ccc(/C=C2\SC(=S)N(CCCC(=O)Nc3ccc(O)cc3)C2=O)cc1 | 7 | 40
30 | CCc1cccc(NC(=O)CN(C)S(=O)(=O)c2cccc3cccnc23)c1 | 16 | -2
32 | NC(=O)c1nc(-c2ccco2)nc2c1[nH]c(=O)n2-c1ccc(Cl)c(Cl)c1 | 10 | 33
26 | NS(=O)(=O)c1ccc(CCNC(=S)NC2CCCCC2)cc1 | 4 | 10

More structures.
33	CC1=NNC(=O)C1CC(=O)N/N=C/c1cccs1 (centres undefined)
34	Cc1cc(=O)n2c(n1)NC(=NCc1ccccc1)NC2c1ccccc1 (centres undefined)
35	Nc1nn(-c2ccccc2Cl)cc1-c1nn[nH]n1
36	COc1ccccc1CC(=O)NCc1nn(-c2ccccc2)nc1C
37	O=C(NC(=S)NNC(=O)c1cnccn1)c1ccc(Cl)cc1
38	CCn1cnc2c1c(=O)n(CC(=O)Nc1ccc(C(N)=O)cc1)c(=O)n2Cc1ccccc1
39	COC(=O)c1ccc([C@H]2C=C(C(=O)O)O[C@@H](OCc3ccc(CO)cc3)C2)cc1
40	C=CCCOc1ccccc1C(N)=O
Compound,33,34,35,36,37,38,39,40
Avidin fluor,7,3,7,7,8,10,11,6
Mcl1 Noxa PPI,3,16,0,4,-97,-13,8,6
Pf gamet viab,7,15,-8,22,0,6,1,5

41	CC(C)(C)SCCNS(=O)(=O)c1ccc(C#N)cc1
42	Cc1cc(=O)oc2c1c(C(F)(F)F)nn2-c1ccccc1
43	CC1(C)[C@H]2CC[C@]1(C)[C@@H](OC(=O)C[N+]1(C)CCOCC1)C2
44	NNC(=O)Cn1c(-c2ccccc2)cc(=O)n2ncnc12
45	COc1ccccc1C(=O)NC(=O)Nc1nc(-c2ccccc2)cc(C(F)(F)F)n1
46	Cc1cccc(NC(=O)CC2C(=O)NC3CCCCC3N2C(=O)c2ccccc2Cl)c1 (centres undefined)
47	NC(=O)N/N=C/c1coc2ccc3ccccc3c2c1=O
48	COc1ccc(C(=O)Nc2ccccc2C(=O)O)cc1NC(=O)C(c1ccccc1)c1ccccc1
Compound,41,42,43,44,45,46,47,48
Avidin fluor,8,6,3,8,8,6,4,7
Mcl1 Noxa PPI,8,10,5,-17,-11,1,12,7
Pf gamet viab,-9,8,16,-25,-13,-10,17,-29

49	CSc1ccc(NC(=O)/C=C/C(=O)O)cc1
50	O=C(O)COc1ccc(Br)cc1CP(=O)(c1ccccc1)c1ccccc1
51	Cn1c2ccccc2c2cc(/C=C(\NC(=O)c3ccccc3)C(=O)O)ccc21
52	O=C(O)c1ccc(-c2nc(-c3ccccc3)c(-c3cccs3)[nH]2)cc1
53	CSc1n[nH]c(=S)n1N
54	CN(CC(=O)Nc1ccc(N2CCOCC2)cc1)C(=O)COc1ccccc1F
55	O=C(Nc1ccc(Cl)cc1)N1CCCN(c2ccc(C(F)(F)F)cc2[N+](=O)[O-])CC1
56	CC(C)(C)C(=O)O/N=C(\N)c1c(Cl)cccc1Cl
Compound,49,50,51,52,53,54,55,56
Avidin fluor,8,9,25,8,9,12,4,8
Mcl1 Noxa PPI,15,-10,5,-1,-8,0,5,-3
Pf gamet viab,5,-10,-13,8,1,17,1,7

57	COc1ccc2[nH]c(C(=O)N(Cc3ccccn3)Cc3ccccn3)cc2c1
58	Cc1cc(Nc2ccc(F)c(F)c2)nc(-c2ccccc2O)n1
59	CCCCN1C(=O)N(C)C2NC(=S)NC21 (centres undefined)
60	COc1cccc(-c2nc(-c3ccc(Br)o3)no2)c1
61	CNC(=O)CSc1nc2ccccc2c(=O)n1-c1cc(OC)ccc1OC
62	COc1ccc(CC2(C)OC(c3ccc(C)c([N+](=O)[O-])c3)=NN2C(C)=O)cc1 (centres undefined)
63	COc1ccc(N=Nc2ccc(O)c3ncccc23)cc1
64	CCOC(=O)Cn1cc(C#N)c(=O)[nH]c1=O
Compound,57,58,59,60,61,62,63,64
Avidin fluor,8,7,5,7,8,6,6,6
Mcl1 Noxa PPI,-2,-37,-6,-11,-8,17,-2,-9
Pf gamet viab,-30,-26,23,-19,-10,27,-74,19

65	Nc1nc(NC(=O)CCC(=O)O)nn1-c1ccccc1
66	COc1ccc(-n2cc(CNCCN3CCOC3=O)c(-c3ccccc3Cl)n2)cc1
67	CCNC1CCS(=O)(=O)C1 (centres undefined)
68	CC1CCCCN1Cc1c(O)ccc2c(=O)c(-c3nc4ccccc4s3)coc12 (centres undefined)
69	NNc1cc(C(=O)O)ccc1Cl
70	O=C1/C(=C/c2cccc(O)c2)SC(=S)N1CC1CCCO1 (centres undefined)
71	CN(c1ccccc1)S(=O)(=O)c1cccc(NC(=O)CSc2n[nH]c(N)n2)c1
72	Clc1ccc(SCCCN2CCCCC2)cc1
Compound,65,66,67,68,69,70,71,72
Avidin fluor,7,5,7,6,5,7,6,4
Mcl1 Noxa PPI,0,1,2,5,19,-1,18,-11
Pf gamet viab,13,-3,2,6,-10,11,1,-11

73	COc1ccc(NC(=O)c2cc(S(=O)(=O)N3CCCC3)oc2C)cc1
74	Cc1ccc(-c2nn(-c3ccccc3)cc2/C=N/n2c(-c3cccs3)n[nH]c2=S)cc1
75	COc1ccc2[nH]c(C(=O)O)c(NC(=O)c3ccccc3[N+](=O)[O-])c2c1
76	CN(C)c1ccc(CN(C(=O)c2ccc(Cl)c([N+](=O)[O-])c2)C2CCS(=O)(=O)C2)cc1 (centres undefined)
77	COc1cc(C(=O)N=c2sc3c(C)ccc(OC)c3n2C)cc(OC)c1OC
78	O=C(NCc1ccc(Cl)cc1)c1ccc(CSc2nc3ccncc3[nH]2)cc1
79	O=c1[nH]nc(SCc2nnc(-c3cccc(Cl)c3)o2)n1C1CCCCC1
80	Clc1ccccc1C1CC(c2ccccc2)=Nc2ccccc2N1 (centres undefined)
Compound,73,74,75,76,77,78,79,80
Avidin fluor,7,6,6,8,5,6,8,5
Mcl1 Noxa PPI,-10,-75,7,-5,-21,-3,2,-12
Pf gamet viab,-19,13,5,4,8,10,0,27

81	O=C(CSc1n[nH]c(=O)[nH]c1=O)NCC1CCCCC1
82	Cc1nc([N+](=O)[O-])cn1CC(O)c1ccc(-c2ccccc2)cc1 (centres undefined)
83	Brc1csc2ncccc12
84	N#CC(=C=[N-])c1nc2ccccc2nc1-[n+]1cccc(NC(=O)c2cccs2)c1
85	COC(=O)c1sc(-c2ccc(Cl)cc2)cc1NC(=O)c1ccccc1C(=O)O
86	COC(=O)Nc1cc(C)n(-c2ccccc2)n1
87	Clc1ccc(-n2cc(-c3ccc(Br)cc3)[n+]3c2CCCCC3)cc1
88	CC(=O)/C(=C\N(C)C)Sc1ccc(Cl)cc1
Compound,81,82,83,84,85,86,87,88
Avidin fluor,4,6,3,9,7,2,3,5
Mcl1 Noxa PPI,12,10,-8,39,-18,-5,9,-20
Pf gamet viab,-12,-7,17,-1,1,7,-11,9

89	COc1ccc(-c2noc(CSc3nc(N)cc(=O)[nH]3)n2)cc1
90	Clc1ccc(N=NN2CCOCC2)cc1
91	O=C(O)CCC(=O)Nc1cccc(C(=O)c2ccccc2)c1
92	COCCNC(=O)C1CCN(S(=O)(=O)c2c(C)noc2/C=C/c2cccs2)CC1
93	CCOC(=O)c1cn[nH]c1C(F)(F)F
94	COC(=O)[C@H](CC(C)C)NC(=O)Nc1ccc(F)cc1
Compound,89,90,91,92,93,94
Avidin fluor,6,5,5,10,8,4
Mcl1 Noxa PPI,-7,32,27,-4,14,-13
Pf gamet viab,16,-10,-16,-29,-5,-3
